PI5P4Ka inh = qHTS for Inhibitors of phosphatidylinositol 5-phosphate 4-kinase (PI5P4K); 330,000 compounds, 1.2% hits; max response, %; PI5P4Kalpha enzyme, ADP-Glo luminescence, 60 min; active compounds read low; Phosphatidylinositol 5-phosphate 4-kinase type-2 alpha (Homo sapiens), P48426; active = max response of -50% or lower; inconclusive = between -30% and -50%; inactive = -30% or higher; note: value at the top dose of about 77 µM; % is set by controls: 0 for no effect and ±100 for the full control effect
Target sequence (P48426 whole entry, looked up): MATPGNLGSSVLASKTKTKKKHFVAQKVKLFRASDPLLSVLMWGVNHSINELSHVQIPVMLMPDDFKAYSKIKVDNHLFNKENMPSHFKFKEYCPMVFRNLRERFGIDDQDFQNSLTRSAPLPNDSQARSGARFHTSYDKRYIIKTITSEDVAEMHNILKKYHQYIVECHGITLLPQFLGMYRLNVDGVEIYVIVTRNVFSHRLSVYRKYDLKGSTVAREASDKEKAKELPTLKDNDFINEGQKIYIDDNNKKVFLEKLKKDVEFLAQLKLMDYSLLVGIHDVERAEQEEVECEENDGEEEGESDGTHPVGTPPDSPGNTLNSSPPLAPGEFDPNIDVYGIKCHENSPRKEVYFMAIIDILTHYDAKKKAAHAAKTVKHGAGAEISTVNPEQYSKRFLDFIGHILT
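ADP-Glo luminescence end-point after a 60 min room-temperature kinase reaction. PI5P4Kalpha and substrate in HEPES pH 7.4 buffer with EGTA, 0.1% CHAPS and 5% DMSO; ATP at 5 microM final.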
IL-2 act = qHTS of IL-2 Activators | 360,000 compounds, 0.065% hits | IL-2 activation reporter assay, cell-based qHTS; stimulated with anti-CD3/CD4/CD28 beads; in transgenic mouse T cells | activation, % (series mostly up to about 46 µM); in the data active = activation above about 50%; inconclusive = mostly about 30% to 49%; note: 0% is about no effect
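Screening format: compound pinned onto unstimulated transgenic mouse T cells, 60 min incubation, then anti-CD3/anti-CD4/anti-CD28 bead stimulation for 18 hours at 37 degrees C, followed by EGFP and DsRed detection.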
EPAC1 agonist = qHTS for Agonist of cAMP-regulated guanine nucleotide exchange factor 3 (EPAC1): primary screen | EPAC1 agonist qHTS, biochemical assay; response scale: 100% = response to 6.5 mM cAMP | Potency, µM (series often up to 154 µM), for the others: top-dose activation, actives largely listed as activators | 360,000 compounds, 0.073% hits | AID 720707, 2013; note: potency is the fitted concentration of half-maximal effect; nearly all actives have a fitted effect of over 60% in size
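Multi-concentration qHTS readout: loss of Rap1B-bound BODIPY-GDP fluorescence driven by 100 nM EPAC1 with excess GDP (50 uM), monitored kinetically at room temperature; agonist response expressed relative to 6.5 mM cAMP.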
HEK293 tox = qHTS of GLP-1 Receptor Inverse Agonists: Cytotox Screen | HEK293 cAMP-luciferase reporter cells, luminescence, 24 h | Potency, µM (titrated, usually from 38.3 µM), inactives show at the top dose activity change, negative = inhibition, usual class: inhibitors | 410,000 compounds, 0.13% hits | AID 624418, 2012;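 note: loss of luciferase light is scored as toxicity; potency is the fitted concentration of half-maximal effect; % is set by controls: 0 for no effect and ±100 for the full control effect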
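A 23 nL compound transfer followed 12 hours of cell culture at 37 deg C; exposure then lasted 24 hr. Luciferase assay detection reagent was dispensed and plates read for luminescence after a 12 min room-temperature wait.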
GLP1R inv ag = qHTS of GLP-1 Receptor Inverse Agonists (Inhibition Mode) | Glucagon-like peptide 1 receptor (Homo sapiens), P43220 | 410,000 compounds, 1.6% hits | HEK293 GLP-1R CRE-luciferase, luminescence, 24 h; GLP-1R form is constitutively active | Potency, µM (doses to about 38.3 µM), for inactives: at the top dose activity change, negative = inhibition, hits mostly inhibitors; note: potency is the fitted concentration of half-maximal effect; % is set by controls: 0 for no effect and ±100 for the full control effect; nearly all actives have a fitted effect of over 55% in size
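Using stably transfected HEK293 (constitutively active GLP-1R, cAMP-luciferase reporter), compounds were incubated 24 hr and luciferase measured by luminescence.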
PLK1 PBD block = qHTS for Inhibitors of PLK1-PDB (polo-like kinase 1 - polo-box domain): Primary Screen | Serine/threonine-protein kinase PLK1 (Homo sapiens), P53350 | Plk1 PBD binding of FITC phosphopeptide, fluorescence polarization | Potency, µM, for the others: max response, negative = inhibition, most hits filed as inhibitors | 360,000 compounds, 2.8% hits | AID 720504, 2013; note: potency is the fitted concentration of half-maximal effect; series mostly up to about 57 µM; % is set by controls: 0 for no effect and ±100 for the full control effect; nearly all actives have a fitted effect of over 65% in size
PTHR1 agonist = qHTS for PTHR1 Agonists: Primary Screen; Parathyroid hormone/parathyroid hormone-related peptide receptor (Homo sapiens), Q03431; HEK293 GP2 PTHR1 cells, GloSensor cAMP luminescence, 1 h; Potency, µM (doses to about 115 µM), for inactives: at the highest dose activation, hits mostly activators; 410,000 compounds, 0.075% hits; note: potency is the fitted concentration of half-maximal effect; nearly all actives have a fitted effect of over 55% in size; some results filed as inactive show a strong effect at the top dose; inactives centre near -15; many of its hits are not listed in these tables
Target sequence (Q03431 whole entry, looked up): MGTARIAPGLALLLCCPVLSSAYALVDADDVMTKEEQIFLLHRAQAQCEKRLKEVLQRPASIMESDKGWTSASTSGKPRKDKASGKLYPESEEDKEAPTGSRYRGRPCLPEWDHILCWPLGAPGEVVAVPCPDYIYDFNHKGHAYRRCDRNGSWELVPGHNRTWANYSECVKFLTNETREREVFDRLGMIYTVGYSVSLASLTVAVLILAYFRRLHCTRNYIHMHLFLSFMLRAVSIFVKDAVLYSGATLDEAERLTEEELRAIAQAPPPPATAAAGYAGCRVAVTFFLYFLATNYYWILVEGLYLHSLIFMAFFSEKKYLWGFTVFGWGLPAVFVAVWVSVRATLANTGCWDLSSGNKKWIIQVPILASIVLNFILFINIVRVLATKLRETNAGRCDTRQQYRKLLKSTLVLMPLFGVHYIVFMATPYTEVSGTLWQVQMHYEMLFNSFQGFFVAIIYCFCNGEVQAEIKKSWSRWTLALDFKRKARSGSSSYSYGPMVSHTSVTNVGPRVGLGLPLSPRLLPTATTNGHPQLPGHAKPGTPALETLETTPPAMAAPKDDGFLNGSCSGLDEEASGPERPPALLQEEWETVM
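HEK-293-derived GP2 cells expressing PTHR1 and a GloSensor cAMP reporter, 3,000/well, plated overnight, given luciferin plus IBMX (each 0.5 mM as added) for 1 h at 37 °C, then compound for 1 h at 37 °C. Luminescence was read after 15 min at room temperature.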
EPAC1 antagonist = qHTS for Antagonist of cAMP-regulated guanine nucleotide exchange factor 3 (EPAC1): primary screen | Rap guanine nucleotide exchange factor 3 (Homo sapiens), O95398 | Potency, µM (doses to about 115 µM), for the others: at the highest dose activity change, negative = inhibition, actives largely listed as inhibitors | 360,000 compounds, 0.14% hits | EPAC1 GEF assay, Rap1b-BODIPY-GDP exchange fluorescence;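 note: potency is the fitted concentration of half-maximal effect; plate controls were vehicle for no effect and positive control for full effect; nearly all actives have a fitted effect of over 50% in size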
GLP1R ag = qHTS of GLP-1 Receptor Agonists; AID 624172, 2012; Glucagon-like peptide 1 receptor (Homo sapiens), P43220; Potency, µM (doses to about 45.6 µM), without a hit: at the top dose activation, actives largely listed as activators; HEK293 GLP-1R CRE-luciferase, luminescence, 4-6 h; cells express a hypersensitive GLP-1R form; 380,000 compounds, 0.007% hits; note: potency is the fitted concentration of half-maximal effect; % of control where 0% means no effect
Starred values were filed as active, the others as inactive; i = inactive; u = inconclusive; x = not tested or not shown; [ ] = remark or other dose. Unless noted, calls come from the whole dose curve; as a rule, active = well fitted curve in the direction sought with a large enough effect; inconclusive = small, poorly fitted or top-dose-only effect, or another doubt; inactive = no such curve, though single readings can be large; an effect the other way counts as inactive or inconclusive.

SMILES	PI5P4Ka inh	IL-2 act	EPAC1 agonist	HEK293 tox	GLP1R inv ag	PLK1 PBD block	PTHR1 agonist	EPAC1 antagonist	GLP1R ag
CCOC(=O)c1sc(Nc2nc(C)cc(C)n2)nc1C	0	-0.3	2%	0%	-17%	-5%	i	6%	-5%
CC(C)CCNC(=O)C1(C)CCN1Cc1ccc(-c2ccccn2)cc1 (stereo not given)	-4	2.9	-7%	1%	u	-16%	-39%[inhibitor]	8%	2%
COc1ccccc1C(=O)Nc1nc(C)cc(C)n1	-6	-3.8	8%	-3%	25%	-1%	i	1%	1%
CCOC(=O)c1c(NC(=S)NC)sc2c1CCCC2	0	0.3	13%	-9%	0%	-7%	27%	4%	-4%
C/C(=N/O)c1ccc(Oc2cnccn2)cc1	10	1.0	15%	-1%	12%	-4%	i	4%	1%
O=[N+]([O-])c1ccc2nc(NS(=O)(=O)c3ccccc3[N+](=O)[O-])sc2c1	u	-0.1	3%	0%	0%	u	-16%	-11%	11%
Cc1cccc(NC(=O)C2CCN(C(=O)NC3CCCCC3)CC2)c1	-11	0.5	-2%	-3%	-13%	-29%	i	-22%	7%
COc1ccc2[nH]c(=O)c(CN(CCCN(C)C)C(=O)Nc3ccccc3)cc2c1	-4	0.9	-5%	-16%	u	2%	4%[57.5 µM]	3%	-8%
Cc1ccccc1OCCN1CCCC1	1	4.8	16%	-3%	12%	-2%	i	18%	-2%
CC1CCCCN1CC(=O)Nc1ccc(N2CCCCCC2)cc1 (stereo not given)	-14	0.1	-3%	-13%	u	-4%	i	-11%	13%
CSCCC(NS(=O)(=O)c1ccc(C)cc1)C(=O)N1CCN(C(C)=O)CC1 (stereo not given)	-6	-4.1	3%	9%	13%	2%	-17%	-17%	-11%
COC(=O)C1=C(C)N=C2SC(C)C(=O)N2C1/C=C/c1ccccc1OC (stereo not given)	0	-1.3	0%	3%	1%	-2%	i	17%	-2%
O=c1c2cc(Cl)ccc2nc(-c2ccccc2)n1O	-5	1.7	13%	-5%	u	-1%	i	-6%	5%
CC(=O)NC(Cc1ccccc1C)C(=O)NC1CCN(C(=O)NCc2ccccc2)CC1 (stereo not given)	6	0.5	-4%	-1%	-2%	6%	i	-5%	1%
CCCCCn1c(=O)c(C(=O)OCC)c(Cl)c2ccccc21	5	3.6	11%	-3%	u	-2%	i	-19%	15%
O=C(COC(=O)Cc1ccsc1)NCC12CC3CC(CC(C3)C1)C2	x	1.2	2%	-12%	0%	-7%	-19%[57.5 µM]	1%	6%
CC(C)n1c(SCC(=O)N2CCN(C)CC2)nc2c1c(=O)n(C)c(=O)n2C	-1	-2.4	13%	3%	-19%	-11%	i	10%	27%
Cc1ccc(S(=O)(=O)N[C@@H](CC(C)C)C(=O)NCc2ccco2)cc1	x	-0.8	4%	-3%	1%	-14%	-1%[57.5 µM]	1%	-12%
CCCc1nc2c3ccccc3ccn2c1CC1CCCCC1	-4	-0.8	-1%	-8%	u	0%	-16%	6%	-1%
Cc1ccccc1C(=O)NC(CC(C)C)C(=O)Nc1ccc(F)c([N+](=O)[O-])c1 (stereo not given)	7	4.0	-6%	-4%	6%	-12%	i	18%	2%
COC(=O)c1cccc(NC(=O)CSc2nnc(C)n2Cc2ccccc2)c1	-2	-1.6	4%	-11%	-17%	3%	i	3%	6%
Cc1ccc(S(=O)(=O)c2nc(Nc3nccs3)sc2Cl)cc1	5	-1.2	11%	-23%	u	-17%	-6%[57.5 µM]	-3%	0%
O=[N+]([O-])c1ccc(CS(=O)(=O)c2ccc(Cl)cc2)cc1	1	-0.3	-1%	-23%	u	-14%	-38%[inhibitor]	8%	0%
CCOC(=O)Nc1ccc(C(=O)Oc2ccccc2)c(O)c1	x	-2.0	23%	-15%	-13%	-4%	i	-4%	-3%
COc1cc(Cl)c(C)cc1NC(=O)CNC(=O)Cn1cnc2ccccc2c1=O	x	-0.2	6%	-17%	0%	-7%	-8%[57.5 µM]	6%	-16%
Remaining list, next part:
SMILES	PI5P4Ka inh	IL-2 act	EPAC1 agonist	HEK293 tox	GLP1R inv ag	PLK1 PBD block	PTHR1 agonist	EPAC1 antagonist	GLP1R ag
O=C(O)c1ccc(O)cc1O	0	0.3	-31%[inhibitor]	-3%	-12%	-5%	-5%	-2%	-1%
Cc1cccc(NC(=O)c2cccc(OC(=S)N3CCOCC3)c2)c1C	-6	-0.3	-12%	12%	6%	-7%	-24%	8%	-1%
Clc1cccc(CSC2=NCCCN2)c1	0	0.7	9%	0%	17%	-4%	i	-16%	-1%
CCOc1ccc(C(=O)CCC(=O)NNC(=O)CCN2CCN(c3ccccc3)CC2)cc1	8	-0.8	0%	1%	-3%	2%	-7%	-5%	0%
O=C(N/N=C/c1ccc(O)c([N+](=O)[O-])c1)c1ccncc1	u	-2.3	11%	5%	10%	-9%	-5%	-9%	-4%
COc1cccc(C(=O)Nc2ccc(C(=O)O)cc2)c1	-20	-4.6	2%	10%	15%	-6%	14%	2%	1%
COc1cc(/C=C/c2nc3ccccc3c(=O)[nH]2)ccc1OC(F)F	-4	-3.5	11%	3%	3%	-1%	-10%	8%	2%
O=C1c2ccccc2C(=O)N1CCC(c1ccc(F)cc1)c1ccco1 (stereo not given)	u	1.8	3%	-16%	u	-23%	-10%[57.5 µM]	14%	-2%
NS(=O)(=O)c1ccc(-c2ccc(/C=C3\SC(=S)N(C4CCS(=O)(=O)C4)C3=O)o2)cc1 (stereo not given)	-10	4.1	-6%	3%	-5%	5%	-42%[inhibitor]	5%	7%
CC(C)N1CCc2c(sc(NC(=O)c3ccc(C(=O)c4ccccc4)cc3)c2C(N)=O)C1	-18	-1.0	u	u	u	-4%	-15%	0%	1%
COc1cc(CNCC(O)c2ccccc2)ccc1OCc1ccc(Cl)nc1 (stereo not given)	3	1.4	0%	-17%	-19%	-5%	i	22%	25%
Cc1ccc(S(=O)(=O)CCC(=O)c2ccc(F)cc2)cc1	3	-3.4	-4%	-1%	24%	11µM*	-24%	-18%	-7%
COC(=O)c1ccc2c(c1)NC(=O)C(N1CCOCC1)S2 (stereo not given)	x	-0.8	10%	8%	-13%	2%	i	5%	12%
CN(C)CCCNc1nc2cc(-c3cnn(C)c3)sc2c(=O)n1C	6	-0.4	-3%	4%	-12%	4%	-5%	-5%	-5%
COc1ccc(-c2cc(C(=O)N3CCCCCC3)no2)cc1	2	0.3	2%	12%	u	-9%	-18%	-12%	7%
O=C1Nc2c(c(=O)[nH]c(=O)n2-c2ccccc2F)C(C(F)(F)F)(C(F)(F)F)N1	x	-1.3	3%	2%	-6%	0%	-21%[57.5 µM]	5%	4%
COc1ccc2cc(/C(C)=N/NC(=O)c3cc(C)oc3C)ccc2c1	0	-1.8	4%	-12%	14%	-11%	i	-2%	-4%
CC(C)Cc1nnc(NC(=O)c2ccc3c(=O)n4c(nc3c2)CCC4)s1	u	-1.9	-31%[inhibitor]	3%	26%	-9%	-15%	-14%	4%
O=C(Cc1ccccc1)NCC(=O)N1CCN(Cc2cccc(Cl)c2)CC1	-6	0.3	-5%	-23%	-21%	-2%	-26%	-1%	-3%
O=C(Cc1cccs1)NCc1ccc(F)cc1	-1	-2.1	1%	-3%	7%	4%	i	11%	-1%
CCOc1ccc(NC(=O)CCS(=O)(=O)c2ccc3c(c2)CCCN3C(=O)CC)cc1	-2	-3.1	0%	-14%	-21%	-13%	i	1%	-7%
CCN1CCN(S(=O)(=O)c2ccc(C(=O)Nc3ccccc3)cc2)CC1	9	2.1	8%	16%	6%	7%	7%	-2%	1%
Cc1c(NC(=S)N2CCN(c3cccc(Cl)c3)CC2)c(=O)n(-c2ccccc2)n1C	-6	-0.5	5%	7%	-25%	-3%	-2%	-4%	10%
c1ccc(Oc2ncnc3ccccc23)cc1	-6	-0.5	-1%	-16%	-12%	3%	i	0%	7%
Cc1sc2ncn(CC(=O)Nc3ccc(F)cc3Cl)c(=O)c2c1S(=O)(=O)N1CCN(c2ncccn2)CC1	x	x	x	5%	9%	x	-16%	x	0%
O=C(c1cccs1)N(Cc1ccc(Cl)cc1)C1CCS(=O)(=O)C1 (stereo not given)	0	7.0	-3%	-5%	-5%	-10%	i	-12%	12%
CCOC(=O)c1c(NC(=O)COC(=O)c2ccc(O)cc2)sc(C(=O)NC)c1C	-5	-4.6	-3%	-12%	26%	3%	i	-21%	8%
CC1=NN(C(=O)CCc2ccc3c(c2)OCO3)C(O)(C(F)(F)F)C1 (stereo not given)	-1	0.4	4%	-2%	-23%	-3%	-5%	3%	4%
O=C(c1ccc(N2CCN(C3CC(=O)N(Cc4cccs4)C3=O)CC2)cc1)c1cccnc1 (stereo not given)	-4	-3.7	-7%	-10%	-30%	1%	-49%[inhibitor]	-16%	-1%

Exported with bars between the fields: part of the list above
structure | PI5P4Ka inh | IL-2 act | EPAC1 agonist | HEK293 tox | GLP1R inv ag | PLK1 PBD block | PTHR1 agonist | EPAC1 antagonist | GLP1R ag
Cc1sc2ncn(CC(=O)Nc3ccc(F)cc3Cl)c(=O)c2c1S(=O)(=O)N1CCN(c2ncccn2)CC1 | x | x | x | 5% | 9% | x | -16% | x | 0%
CCOc1ccc(NC(=O)CCS(=O)(=O)c2ccc3c(c2)CCCN3C(=O)CC)cc1 | -2 | -3.1 | 0% | -14% | -21% | -13% | i | 1% | -7%
O=C(c1cccs1)N(Cc1ccc(Cl)cc1)C1CCS(=O)(=O)C1 (stereo not given) | 0 | 7.0 | -3% | -5% | -5% | -10% | i | -12% | 12%

Screens from PubChem.

Only part of the results is shown. The share of hits here may be higher or lower than overall.
